G9a inh: blocks human histone lysine methyltransferase G9a; Q96KQ7; G9a H3K9 monomethylation, AlphaScreen, 2 h; Potency, µM (series often up to 102 µM), without a hit: at the top dose activity, negative = inhibition, hits mostly inhibitors; actives 8.8% (n = 350,000); AID 504332; also: % is scaled to controls: 0 for no effect and ±100 for the full control effect; nearly all actives have a fitted effect of over 75% in size
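Readings reflect AlphaScreen signal from monomethyl-H3K9 antibody detection. HMT at 20 nM; substrate b-H3K9 500 nM; cofactor SAM 20 uM; 2 h RT reaction; compounds tested as titrations in qHTS with 15 min preincubation.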
APE1 inh: blocks human APE1 abasic DNA cleavage; actives 0.35% (n = 350,000); recombinant APE1, TAMRA/BHQ-2 abasic DNA cleavage fluorescence; P27695; Potency, µM (titrated, usually from 65.8 µM), for inactives: at the highest dose activity change, negative = inhibition, most hits filed as inhibitors;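 also: plate controls were vehicle for no effect and reference inhibitor for full effect; nearly all actives have a fitted effect of over 55% in size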
Target sequence (P27695 whole entry, looked up): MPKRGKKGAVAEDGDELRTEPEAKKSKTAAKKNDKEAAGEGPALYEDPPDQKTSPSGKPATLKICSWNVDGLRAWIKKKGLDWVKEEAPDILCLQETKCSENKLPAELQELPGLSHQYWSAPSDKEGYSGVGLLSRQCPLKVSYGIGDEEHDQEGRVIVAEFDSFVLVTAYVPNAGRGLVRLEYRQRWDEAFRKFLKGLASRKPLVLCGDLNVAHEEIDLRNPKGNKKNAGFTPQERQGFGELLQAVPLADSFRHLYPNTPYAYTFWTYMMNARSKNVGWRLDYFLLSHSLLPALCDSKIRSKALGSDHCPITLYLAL
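Compound pre-exposure to 0.75 nM APE1, 15 min at ambient temperature. Reaction initiated with 50 nM TAMRA/BHQ-2 THF substrate, read immediately in kinetic mode, 525 nm excitation, 598 nm emission.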
BLM helicase inh: Bloom syndrome helicase (human) inhibition. P54132. recombinant BLM DNA unwinding, fluorescence dequenching. Potency, µM (series often up to 56.1 µM), without a hit: at the highest dose activity change, negative = inhibition, actives largely listed as inhibitors. actives 0.2% (n = 350,000);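 also: plate controls were vehicle for no effect and no enzyme for full effect; nearly all actives have a fitted effect of over 35% in size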
Pol beta inh: inhibitors of human DNA polymerase beta; actives 1.3% (n = 340,000); Pol beta primer extension/strand displacement, fluorescence kinetic; Potency, µM (titrated, usually from 114 µM), without a hit: at the top dose activity change, negative = inhibition, actives largely listed as inhibitors; also: % is scaled to controls: 0 for no effect and ±100 for the full control effect
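10 nM enzyme + cpd, 15 min RT; start with substrate 50 nM final; read 0 min and after 10 min RT. Corrected, normalized data; 4-parameter Hill curve fit.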
POLK inh: DNA polymerase kappa (human) inhibition; Q9UBT6; purified Pol kappa, fluorescent DNA synthesis assay, 10 min; Potency, µM (top dose mostly 107 µM), for the others: top-dose activity, negative = inhibition, actives largely listed as inhibitors; actives 0.53% (n = 400,000); AID 588579; also: % is scaled to controls: 0 for no effect and ±100 for the full control effect
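10 nM Pol kappa preincubated 15 min at room temperature with compounds, then reaction started with substrate at 50 nM final. Fluorescence read kinetically at 0 and 10 min; buffer-only wells served as negative control.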
Anesthetic bind: candidate novel general anesthetic via apoferritin binding; P02791; actives 0.074% (n = 350,000); apoferritin/1-aminoanthracene competitive binding, fluorescence; Potency, µM (series often up to 77.5 µM), inactives show at the highest dose activity change, negative = displacement, hits mostly inhibitors; also: % is scaled to controls: 0 for no effect and ±100 for the full control effect; nearly all actives have a fitted effect of over 20% in size
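In PBS, apoferritin at 10 uM is loaded with 1-AMA from a 50% saturated solution. After 10 min of compound exposure at ambient temperature, reduced 535 nm fluorescence indicates probe displacement.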
BAZ2B block: BAZ2B (human) inhibition; Q9UIF8; AlphaScreen BAZ2B-H3K14Ac peptide displacement; Potency, µM (highest dose often 114 µM), for the others: at the top dose activity change, negative = inhibition, actives largely listed as inhibitors; actives 4.4% (n = 360,000); also: % is scaled to controls: 0 for no effect and ±100 for the full control effect; nearly all actives have a fitted effect of over 60% in size
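Compounds, titrated to a top concentration of 110 uM, were incubated 30 min at room temperature with preformed BAZ2B/acetyl-K14 H3 peptide complex (50 nM each). Proximity signal was measured by AlphaScreen after 20 min with beads.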
Pol eta inh: inhibitors of human DNA polymerase eta. actives 1.2% (n = 390,000). Q9Y253. Potency, µM (highest dose often 114 µM), without a hit: top-dose activity change, negative = inhibition, most hits filed as inhibitors. recombinant Pol eta, fluorescent DNA replication assay; also: % is scaled to controls: 0 for no effect and ±100 for the full control effect
Target sequence (Q9Y253 whole entry, looked up): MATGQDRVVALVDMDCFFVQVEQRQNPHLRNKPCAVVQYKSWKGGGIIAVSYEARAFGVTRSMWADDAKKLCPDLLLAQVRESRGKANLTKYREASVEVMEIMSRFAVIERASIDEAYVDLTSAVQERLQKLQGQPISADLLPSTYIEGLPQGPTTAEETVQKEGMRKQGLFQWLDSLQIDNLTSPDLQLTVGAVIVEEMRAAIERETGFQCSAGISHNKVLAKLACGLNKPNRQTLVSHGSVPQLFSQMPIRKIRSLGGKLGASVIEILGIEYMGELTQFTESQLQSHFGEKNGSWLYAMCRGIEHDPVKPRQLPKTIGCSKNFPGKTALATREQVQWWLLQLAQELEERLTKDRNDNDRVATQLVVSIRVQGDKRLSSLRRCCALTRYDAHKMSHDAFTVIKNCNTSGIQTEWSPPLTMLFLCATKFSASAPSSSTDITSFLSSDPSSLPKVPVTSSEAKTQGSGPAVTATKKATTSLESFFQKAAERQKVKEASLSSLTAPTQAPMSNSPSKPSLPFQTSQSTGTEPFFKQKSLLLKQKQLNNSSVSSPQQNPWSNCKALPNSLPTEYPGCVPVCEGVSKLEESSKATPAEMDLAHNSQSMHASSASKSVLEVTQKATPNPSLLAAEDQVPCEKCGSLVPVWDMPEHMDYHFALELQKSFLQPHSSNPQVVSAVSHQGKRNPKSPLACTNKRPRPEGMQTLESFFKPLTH
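Pol eta at 10 nM preincubated with compounds 15 min at room temperature; reaction started with fluorescent substrate (50 nM final) and read kinetically at 0 and 10 min.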
Pol iota inh: DNA polymerase iota (human) inhibition. Q9UNA4. Pol iota fluorescent replication assay, 10 min. Potency, µM (highest dose often 115 µM), for inactives: at the top dose activity, negative = inhibition, actives largely listed as inhibitors. actives 1% (n = 390,000). AID 588590
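Pol iota at 10 nM preincubated 15 min with compounds at room temperature; reaction started with fluorescent substrate, 50 nM final. Fluorescence read kinetically at 0 and 10 min; buffer-only wells as negative control.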
* hit, by the source's call; ? = inconclusive; nt = not tested or not shown; & = joins results of further samples; [ ] = another dose, or the depositor's remark. Calls follow the shape of the dose curve; as a rule, active = well fitted curve in the direction sought with a large enough effect; inconclusive = small, poorly fitted or top-dose-only effect, or another doubt; inactive = no such curve, though single readings can be large; an effect the other way counts as inactive or inconclusive. Potency is read from the fitted curve at half-maximal effect.

SMILES,Pol iota inh,POLK inh,APE1 inh,G9a inh,BLM helicase inh,Anesthetic bind,Pol beta inh,BAZ2B block,Pol eta inh
COC(=O)c1sc2nc(CSc3ccc(Br)cc3)[nH]c(=O)c2c1C,26%,-7%,13%,nt,-10%,-1%,7%,-4%,-7%
CC(NS(=O)(=O)c1ccc(Br)cc1)C(=O)NCc1ccc2c(c1)OCO2 (configuration not stated),86%[activator],-1%,3%,-8%,-4%,-7%,1%,-20%,-16%
COc1ccc(/C=N/NC(=O)c2ccco2)cc1OCc1ccccc1,88%[activator],-20%,-5%,nt,-6%,-6%,25%,-16%,-26%
Cc1ccnc2nc(C(=O)OCCOc3cccc(Br)c3)nn12,4%,0%,-6%,-8%[59 µM],1%,?,37%,10%,-1%
CC(CN1CCOCC1)OC(=O)c1ccccc1 (configuration not stated),115%[activator],0%,1%,-4%,-4%,-10%,14%,-3%,-6%
O=C(CSc1nnc(CNc2ccc(F)cc2)n1Cc1ccccc1)NCc1ccccc1,-7%,-22%,-4%,2%[59 µM],2%,-11%,4%,-37%,-17%
CC(C)(C)C(=O)Nc1ccc(-c2csnn2)cc1,43%,8%,21%,nt,-3%,-14%,-9%,2%,16%
O=C(Nc1ccno1)Nc1ccc(Cl)cc1Cl,129%[activator],-7%,4%,15%,-2%,-5%,1%,2%,-20%
COc1ccccc1CCNC(=O)C(=O)NCC(c1ccco1)S(=O)(=O)c1cccs1 (configuration not stated),28%,-3%[60.1 µM],nt,3%[59 µM],-1%,-9%,17%,-14%,-18%
O=C(Cn1c2ccccc2c(=O)c2cc([N+](=O)[O-])ccc21)Nc1ccccc1Cl,17%,-9%,-1%,?,-12%,-16%,3%,8%,?
COc1ccccc1N1CCN(C(=O)C2CCCO2)CC1 (configuration not stated),0%,-8%,0%,?,-1%,6%,-3%,-2%,-3%
COc1cccc(CNC(=O)Cn2cc([N+](=O)[O-])cn2)c1,66%[activator],-2%,23%,26%,-1%,0%,20%,12%,8%
CCN(CC)CCN(C(=O)c1ccc2ncsc2c1)c1nc2cc3c(cc2s1)OCO3,-14%,-4%,-2%,nt,42%[activator],-14%,?,40µM*,-19%
CCCC(=O)OCCNc1cc(Sc2nccn2C)c2nonc2c1[N+](=O)[O-],?,-8%,-6%,28µM*,-6%,-16%,19%,-25%,-13%
COc1ccccc1-c1c(NC(=O)c2ccco2)n(C)c2ccccc2c1=O,50%[activator],0%,2%,-1%,-1%,4%,3%,7%,-7%
CC(=O)NC(Cc1cccc(F)c1)C(=O)NC1CCN(c2ncccc2[N+](=O)[O-])CC1 (configuration not stated),-3%,-6%,3%,8%,0%,-9%,15%,-23%,-8%
O=C(CCCNS(=O)(=O)c1ccccc1)NCc1ccco1,11%,-14%,-2%,9%[59 µM],2%,3%,-10%,-5%,6%
COc1cc2c(cc1OC)CN(C(=O)c1ccc(S(=O)(=O)N3CCCCCC3)cc1)CC2,-1%,-16%,4%,-4%[59 µM],-4%,?,32%,-34%,-12%
CCOC(=O)[C@@H]1[C@H]2COc3ccccc3[C@H]2N2C(=O)N(c3ccc(C)cc3)C(=O)[C@]12C,4%,-12%,-17%,4%,-5%,-13%,19%,-7%,-10%
C/C(=N\NC(=O)c1c[nH]c2ccccc12)c1ccc(C)o1,-9%,-5%,-3%,-6%,1%,-16%,0%,-8%,-13%
CC(=O)c1cccc(NC(=O)CSc2ccc(-c3ccc4c(c3)OCO4)nn2)c1,-1%,-2%,5%,?,-3%,-16%,-2%,-1%,3%
COc1ccc(S(=O)(=O)n2nc(C)c(S(=O)(=O)N3CCCCC3)c2C)cc1,-8%,-4%[60.1 µM],nt,0%[59 µM],0%,-7%,-5%,4%,-11%
Cc1nnsc1NC(=O)OCCCl,-2%,-11%,0%,?,-3%,-5%,34%,7%,-20%
COC(=O)CCN(c1ccccc1)S(=O)(=O)c1cc(-c2cc(C)no2)ccc1OC,10%&-7%,-14%&0%,-17%,-21%[59 µM],-3%&-2%,34%&-7%[activator],0%&-19%,-20%&-10%,-6%&10%
Cc1c(OCC(=O)OC(C)(C)C)ccc2c3c(c(=O)oc12)CCC3,-5%,-19%,-2%,-9%,-1%,?,2%,3%,2%
O=C(CN1C(=O)NC2(CCCCCC2)C1=O)N1CCN(c2ccc(F)cc2)CC1,-5%,0%,-7%,-8%[12.7 µM],nt,nt,nt,10%,-2%
Cc1ccc(/C=C2\OC(=O)c3ccccc32)cc1,-19%,0%,-3%,45%[activator],-3%,-6%,?,8%,-7%
CCC1=C(OC(=O)N(CC)CC)N2C(=O)OC(=NCCc3c[nH]c4ccccc34)[C@]2(C)[C@H]2C1=CC[C@H]1C(=O)N(CC(=O)OC)C(=O)[C@H]12,41%[activator],-2%,-6%&-2%,1%[12.7 µM],-13%&-8%,-12%&-3%,-26%,-30%,-25%
C=CCN(CC=C)C(=S)NC(=O)c1ccc([N+](=O)[O-])cc1,8%,-5%,3%,14%[59 µM],7%,-8%,10%,-10%,-9%
Cc1cccc(Nc2c([N+](=O)[O-])c(=O)n(C)c3ccccc23)c1,177%[activator],-12%,1%,-14%[59 µM],-8%,-15%,-21%,?,-15%
Clc1ccc(OCc2nnc(-c3ccccc3Br)o2)c(Cl)c1,-10%,0%,-2%,-8%[59 µM],-3%,-13%,1%,23%,-10%
CCOCC(=O)N1CCN(c2ccc(F)cc2)CC1,0%,-9%,-2%,-33%[59 µM],-1%,-3%,7%,9%,-14%
Cc1ccc(CS(=O)(=O)CCC(=O)NCCCN2CCCC2=O)cc1,-1%,-13%,14%,nt,-1%,-4%,27%,3%,6%
CCN(CC(=O)Nc1ccc(NC(C)=O)cc1)C(=O)Cc1c(Cl)cccc1Cl,12%,-3%,-15%,11%,3%,-18%,23%,-12%,-14%
CCOc1cccc(N(C(=O)c2ccco2)C(C(=O)NC2CCCC2)c2cccnc2)c1 (configuration not stated),34%[activator],6%,-11%,5%,-1%,-8%,?,0%,-20%
Cc1cc(C(=O)CN2C(=O)NC3(CCC(C)CC3)C2=O)c(C)n1C (configuration not stated),160%[activator],-1%,-1%,-40%,1%,-19%,4%,?,-5%
CCN1CCc2c(sc(N)c2C#N)C1,45%[activator],-17%,1%,7%[12.7 µM],-2%,-6%,8%,1%,?
Cc1ccc(NC(=O)c2cc(=O)c3ccccc3o2)c(C)c1,4%,-14%,0%,27%[59 µM],2%,3%,14%,-6%,-2%
CCOC(=O)CSC1=C(C#N)C(c2ccc(C)s2)CC(=O)N1 (configuration not stated),20%,-8%,-2%,?,-1%,-10%,6%,4%,6%
COC(=O)c1ccccc1NC(=O)c1sc(Cl)nc1C,13%,7%,27%,26%[59 µM],-10%,-7%,-7%,-13%,-19%

Continued, overlapping the part above by 4 compounds.
SMILES,Pol iota inh,POLK inh,APE1 inh,G9a inh,BLM helicase inh,Anesthetic bind,Pol beta inh,BAZ2B block,Pol eta inh
CCN1CCc2c(sc(N)c2C#N)C1,45%[activator],-17%,1%,7%[12.7 µM],-2%,-6%,8%,1%,?
Cc1ccc(NC(=O)c2cc(=O)c3ccccc3o2)c(C)c1,4%,-14%,0%,27%[59 µM],2%,3%,14%,-6%,-2%
CCOC(=O)CSC1=C(C#N)C(c2ccc(C)s2)CC(=O)N1 (configuration not stated),20%,-8%,-2%,?,-1%,-10%,6%,4%,6%
COC(=O)c1ccccc1NC(=O)c1sc(Cl)nc1C,13%,7%,27%,26%[59 µM],-10%,-7%,-7%,-13%,-19%
O=C(COc1ccc(Cl)cc1)NCc1nnc(SCC(=O)N2CCCCCC2)o1,29%,5%[60.1 µM],3%,-2%[59 µM],-4%,-20%,10%,-35%,-6%
Cc1ccc(S(=O)(=O)N2CCN(C(=O)c3ccco3)CC2)c(C)c1,-8%,1%,-13%,14%[0.501 µM],-2%,6%,17%,-8%,-7%
COc1cc(C(=S)N2CCOCC2)cc(OC)c1OC(=O)c1cc([N+](=O)[O-])cc([N+](=O)[O-])c1,3%,0%,-1%,32µM*,-1%,?,22%,?,-9%
O=C(O)c1cccc(-c2ccc(/C=C3/SC(=Nc4ccccc4)N(Cc4cccnc4)C3=O)o2)c1,?,?,7.5µM*,32µM*,-17%,-4%,?,50µM*,7.1µM*
COc1ccc(CNc2ncnc3ccc(-c4cccnc4)cc23)c(OC)c1,nt,8%[60.1 µM],-1%,-37%[0.501 µM],32%[activator],nt,nt,nt,nt
CC(O)c1cccc(-c2ccc(CN3C[C@]4(CO)O[C@@H](CO)C[C@@H]4S3(=O)=O)cc2)c1 (some centres not stated),20%,9%,32%,nt,nt,nt,nt,nt,-17%
COc1ccc2c(CC(=O)Nc3ccccc3OC)coc2c1,12%,2%,-8%,-2%,-2%,-6%,2%,-22%,-14%
COc1ccc(N(CC(=O)NCCc2ccccc2)S(=O)(=O)c2ccc(OC)c(OC)c2)cc1,11%,-4%,nt,-7%[59 µM],2%,2%,0%,4%,-6%
COc1ccc(C2c3cc(OC)c(OC)cc3CCN2C(=O)c2ccccc2Br)cc1OC (configuration not stated),-1%,-15%,-21%,-24%,-7%,0%,-17%,-14%,-1%
Cc1oc(-c2ccc(Cl)cc2)nc1CN1CCCC(C(=O)NCc2ccccn2)C1 (configuration not stated),-6%,-15%,-1%,-5%,4%,-13%,11%,-28%,-4%
CC(C)(C)OC(=O)NCCCC[C@H](NC(=O)c1nc[nH]c1C(=O)NCC(=O)OCc1ccccc1)C(=O)OC(C)(C)C,-6%,-18%,-17%,-10%,-15%,-13%,15%,8%,-21%

From PubChem

A portion of the library (hit frequency here may not be typical).
